HT1080 IDH1KD tx – toxicity to HT-1080 IDH1 knockdown cells (counter line). 360,000 tested, 2% active. Potency, µM (series often up to 46.1 µM), without a hit: at the top dose activity, negative = toxicity, hits mostly cytotoxic. AID 686971. HT-1080 IDH1 knockdown viability, ATP luminescence, 48 h;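 also: potency is read from the fitted curve at half-maximal effect; 0% = DMSO wells and -100% = cell-free medium wells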
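Viability of IDH1-knockdown HT-1080 fibrosarcoma cells was assessed by CellTiter-Glo after 48 h at 37 °C with titrated compound; concentration-effect curves were classified by fit quality and response size.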
HT1080NT lethal – kills 2HG-producing HT-1080-NT fibrosarcoma cells. HT-1080-NT fibrosarcoma viability, CellTiter-Glo ATP luminescence, 48 h. Potency, µM (highest dose often 46.1 µM), without a hit: at the highest dose activity, negative = less viability, most hits filed as cytotoxic. 360,000 tested, 1.6% active;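 also: NT is the 2HG producing partner of a matched IDH1 knockdown line; potency is read from the fitted curve at half-maximal effect; 0% = DMSO-treated cells and -100% = media-only wells without cells; nearly all actives have a fitted effect of over 55% in size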
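750 cells/well, RPMI + 5% FBS; 2 h settle, compound pin-transfer, 48 h at 37 degrees C. CellTiter-Glo 10 min RT, luminescence. Normalized to DMSO and media-only wells.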
IL1B secr inh – inflammasome signaling inhibition, IL-1 beta readout; THP-1 LPS/ATP IL-1B secretion, AlphaLISA, 16 h; stronger effect = lower value; activity change, % at 57.5 µM; 360,000 tested, 4.7% active; AID 743279; in the data active = activity change below about -50%; inconclusive = mostly about -30% to -49%; also: % is scaled to controls: 0 for no effect and ±100 for the full control effect
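Secreted IL-1B measured by AlphaLISA bead assay after 16 h compound exposure of THP-1 cells; compounds (final up to 57.5 uM) added 1 h before LPS (250 ng/mL) and ATP (1.25 mM) stimulation; lower signal means less secretion.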
HEK293 tox – cytotoxicity counter-screen for GLP-1 receptor inverse agonists; HEK293 cAMP-luciferase reporter cells, luminescence, 24 h; Potency, µM (top dose mostly 38.3 µM), for the others: at the top dose activity change, negative = inhibition, hits mostly inhibitors; 410,000 tested, 0.13% active; AID 624418;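 also: loss of luciferase light is scored as toxicity; potency is read from the fitted curve at half-maximal effect; % is scaled to controls: 0 for no effect and ±100 for the full control effect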
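Quantitative HTS format, 1536 wells, 200 cells/uL seeded. Compounds: 23 nL, 24 h, 37 °C. Detection: luciferase reagent, luminescence at 12 min RT; decreased signal taken as cytotoxic.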
KB-3-1 cytotox – KB-3-1 parental cell cytotoxicity | Potency, µM (doses to about 46.1 µM), inactives show at the highest dose activity change, negative = cytotoxic, hits mostly cytotoxic | 400,000 tested, 1.4% active | KB-3-1 viability, CellTiter-Glo ATP luminescence, 72 h; also: potency is read from the fitted curve at half-maximal effect; % is scaled to controls: 0 for no effect and ±100 for the full control effect; nearly all actives have a fitted effect of over 60% in size
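72 h, 37 °C compound treatment of KB-3-1 parental cells; CellTiter-Glo added, 10 min, luminescence read. Data corrected against DMSO-only plates and normalized before curve fitting.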
MCF10A rerep – inducers of DNA re-replication in MCF 10A breast cells | MCF 10A DNA re-replication, Hoechst nuclear intensity, 48 h | Potency, µM (top dose mostly 46.1 µM), without a hit: top-dose activity, positive = re-replication, hits mostly activators | 350,000 tested, 2.9% active; also: potency is read from the fitted curve at half-maximal effect; % of control where 0% means no effect; nearly all actives have a fitted effect of over 50% in size
SW480 rerep – DNA re-replication induction in SW480 cells. Potency, µM (top dose mostly 46.1 µM), without a hit: at the top dose re-replication activation, hits mostly activators. 340,000 tested, 1.8% active. AID 624297. SW480 DNA re-replication, Hoechst DNA content imaging, 48 h; also: potency is read from the fitted curve at half-maximal effect; % of control where 0% means no effect; nearly all actives have a fitted effect of over 55% in size
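DNA re-replication was detected as more nuclei of elevated Hoechst intensity after 48 hr exposure to compound (23 nL pinned per well of 250 cells).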
D3 ag – agonists of human D3 dopamine receptor. D3R DiscoveRx beta-arrestin cells, luminescence, 90 min. max activation, %. P35462. 410,000 tested, 0.58% active. AID 652048; in the data active = max activation above about 30%; also: 0% is about no effect; mostly tested at two doses, the higher about 12 µM
Target sequence (P35462 whole entry, looked up): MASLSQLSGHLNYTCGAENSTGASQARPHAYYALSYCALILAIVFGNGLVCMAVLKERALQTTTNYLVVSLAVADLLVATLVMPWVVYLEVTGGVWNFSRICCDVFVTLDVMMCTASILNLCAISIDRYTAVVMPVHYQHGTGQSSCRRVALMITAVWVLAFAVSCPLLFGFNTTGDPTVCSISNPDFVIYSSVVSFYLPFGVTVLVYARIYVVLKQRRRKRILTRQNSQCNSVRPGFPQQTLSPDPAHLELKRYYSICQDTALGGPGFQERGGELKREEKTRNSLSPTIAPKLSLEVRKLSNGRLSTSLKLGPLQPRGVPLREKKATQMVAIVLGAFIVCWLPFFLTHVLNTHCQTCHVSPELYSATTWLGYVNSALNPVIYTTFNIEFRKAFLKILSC
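Cells at 1500/well, incubated overnight, then treated with pinned compounds (dopamine as control) for 90 min at 37 degrees C. DiscoveRx reagent added for 30 - 60 minutes at room temperature; luminescence read.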
KB-V1 cytotox – kills drug-selected multidrug resistant KB-V1 cells. KB-V1 MDR cells viability, CellTiter-Glo, 72 h. AID 1347076. 400,000 tested, 3.4% active. Potency, µM (highest dose often 46.1 µM), for the others: at the highest dose activity change, negative = cytotoxicity, most hits filed as cytotoxic; also: potency is read from the fitted curve at half-maximal effect; % is scaled to controls: 0 for no effect and ±100 for the full control effect; nearly all actives have a fitted effect of over 60% in size
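Compound-treated KB-V1 multidrug-resistant cells, 72 h, 37 degrees C; viability by CellTiter-Glo. Fitted qHTS curves give the values.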
The depositor's hits bear a star; ? = inconclusive; · = not tested or not shown; & = joins results of further samples; [ ] = dose if it differs, or a comment. Unless noted, calls follow the shape of the dose curve; as a rule, active = well fitted curve in the direction sought with a large enough effect; inconclusive = small, poorly fitted or top-dose-only effect, or another doubt; inactive = no such curve, though single readings can be large; an effect the other way counts as inactive or inconclusive. Compounds as they come (roughly 11% active in at least one column).

item	SMILES	HT1080 IDH1KD tx	HT1080NT lethal	IL1B secr inh	HEK293 tox	KB-3-1 cytotox	MCF10A rerep	SW480 rerep	D3 ag	KB-V1 cytotox
1	CC1CC(C)CN(c2ncnc3c2cnn3Cc2ccc(Cl)cc2)C1 (stereo not drawn)	-20%	?	0	0%	-23%	?	-2%	2	?
2	CC1CN(C(=O)COC(=O)/C=C/c2cccc([N+](=O)[O-])c2)CC(C)O1 (stereo not drawn)	?	-24%	0	-26%	4%	2%	4%	2	?
3	CC(C)c1nnc(NC(=O)C2CC(=O)N(CCc3ccc(F)cc3)C2)s1 (stereo not drawn)	16%	-3%	39	1%	-4%	0%	-9%	9	9%
4	CC(OC(=O)Cc1ccc(F)cc1)C(=O)N1CCc2ccccc21 (stereo not drawn)	-4%	-1%	2	15%	-5%	3%	-7%	-3	?
5	COc1ccc(C(=O)Nc2ccccc2C(=O)Nc2ccccn2)cc1	-24%	-25%	-27	1%	-11%	?	?	11	-19%
6	Cc1ccc(C)c(NC(=O)c2cc(S(=O)(=O)N3CCOCC3)cn2C)c1	-1%	0%	0	2%	-10%	18%	12%	-6	-25%
7	Cc1ccc(-c2csc3nc4c5ccccc5c(NCCCN(C)C)nn4c(=O)c23)cc1	-1%	0%	?	-2%	?	18µM*	?	4	0%
8	COc1cc2c(=O)n(Cc3ccccc3Cl)c(=O)n(CC(=O)Nc3ccc(C)c(C)c3)c2cc1OC	·	·	·	0%	0%	·	·	-6	0%
9	COc1ccc(C(C#N)CC(=O)c2ccc(OCc3ccccc3)c(OC)c2)cc1OC (stereo not drawn)	9%	-3%	6	-7%	4%	·	·	5	?
10	CCn1ccc2cc(S(=O)(=O)N3CCCN(C(=O)Nc4cccc(SC)c4)CC3)ccc21	·	·	·	-10%	-27%	·	·	0	?
11	CC(C)c1ccc(NC(=O)CSc2nnc(CN3CCOCC3)n2C)cc1	-1%	9%	-12	-1%	-2%	11%	11%	3	-1%
12	C/C(=N\Nc1nccnc1Cl)c1c(F)c(F)c(F)c(F)c1F	26%	10%	26	0%	-14%	-5%	7%	-4	-26%
13	COC(=O)C1=CN(Cc2ccc(OC)c(OC)c2)C=C(C(=O)OC)C1c1cccc(F)c1	-4%	-2%	49	-1%	-3%	?	?	5	10%
14	CC1(/[N+]([O-])=C/c2cccc(Cl)c2)CCCCC1=O (stereo not drawn)	0%	1%	0	6%	4%	3%	-3%	-1	11%
15	CCNc1nc2c(c(=O)[nH]c(=O)n2C)n1CC(C)C	3%	5%	0	0%	?	15%	-5%	1	-2%
16	O=S(=O)(c1cccc(-c2nnco2)c1)N1CCCC1	13%	11%	13	-18%	14%	0%	-6%[9.22 µM]	4	0%
17	COc1ccc(S(=O)(=O)N[C@@H]2C=C[C@@H](CC(=O)N3CCc4ccccc4C3)O[C@@H]2CO)cc1	18%	6%	12	3%	2%	·	·	-2	-2%
18	COc1ccc(C2CC(c3cccc(OC)c3)=NN2c2ccc(S(N)(=O)=O)cc2)cc1 (stereo not drawn)	16µM*	18µM*	?	54%[activator]	0%	·	·	9	11%
19	CCCc1nnc(NC(=O)CCC(=O)N2CCN(S(=O)(=O)c3ccc(C)cc3)CC2)s1	-3%	0%	14	5%	15%	-3%	0%	5	14%
20	COc1ccc(NC(=O)CCNS(=O)(=O)c2ccc3c(c2)c(=O)n(C)c(=O)n3C)c(OC)c1	17%	15%	9	1%	12%	?	?	-9	28%
21	CC1(CC(=O)NNC(=O)Nc2ccccc2)OCCCO1	16%	18%	-25	0%	0%	-10%	-9%	5	6%
22	CC(=O)c1cccc(NC(=O)c2nc3ccccc3nc2N2CCCCC2)c1	·	·	·	-4%	?	·	·	7	-19%
23	CN(C)S(=O)(=O)c1ccc(Cl)c(NC(=O)COC(=O)CCC2CCCCC2)c1	-5%	0%	14	-1%	·	-2%	-4%	-8	·
24	CC(=O)Nc1ccc(/C=N/NC(=O)CCN2CCN(c3ccccc3)CC2)cc1	17%	18%	-21	1%	3%	-31%[inhibitor]	6%[1.84 µM]	-4	15%

The final two records of the part before open the next one:
item	SMILES	HT1080 IDH1KD tx	HT1080NT lethal	IL1B secr inh	HEK293 tox	KB-3-1 cytotox	MCF10A rerep	SW480 rerep	D3 ag	KB-V1 cytotox
23	CN(C)S(=O)(=O)c1ccc(Cl)c(NC(=O)COC(=O)CCC2CCCCC2)c1	-5%	0%	14	-1%	·	-2%	-4%	-8	·
24	CC(=O)Nc1ccc(/C=N/NC(=O)CCN2CCN(c3ccccc3)CC2)cc1	17%	18%	-21	1%	3%	-31%[inhibitor]	6%[1.84 µM]	-4	15%
25	O=C(NC(c1ccc2ccccc2n1)c1cccs1)C1CCN(Cc2cccc(C(F)(F)F)c2)CC1 (stereo not drawn)	16µM*	?	-66*	-16%	?	·	·	-24	?
26	O=C(CSc1ccc(Cl)cc1)NCc1ccncc1	-1%	7%	32	8%	2%	-46%[inhibitor]	?	3	3%
27	O=C(Nc1ccc(C(O)c2ccccc2)cc1)[C@@H]1O[C@H](CO)[C@H](O)[C@H](O)[C@H]1O (stereo partly drawn)	7%	?	33	-1%	0%	·	·	1	0%
28	CCOc1ccc(-c2csc3ncnc(Nc4cccc(O)c4)c23)cc1	·	·	·	-9%	6%	·	·	17	4%
29	CCN(CC)S(=O)(=O)c1ccc2c3c(cccc13)C(=O)S2	-18%	-5%	?	-9%	18%	24%	2%	17	-26%
30	O=C(NCc1cccnc1)c1cccc(S(=O)(=O)Nc2ccc(F)cc2)c1	-14%	-5%	12	20%	-1%	9%	7%	-4	22%
31	CCn1nnc2c(=O)oc3ccccc3c21	0%	-5%	32	-2%[7.66 µM]	-4%	2%	1%	1	?
32	CCOc1ccccc1N1CCN(C(=O)c2ccccc2OCc2c(C)noc2C)CC1	-6%	-5%	-15	-2%	0%	-3%	0%	-3	-26%
33	O=C(COC(=O)Cc1ccc(S(=O)(=O)N2CCOCC2)s1)NCCc1ccccc1	0%	4%	28	14%	-7%	5%	1%	-9	5%
34	COc1ccc(CN2C(=O)c3oc4ccccc4c(=O)c3C2c2ccc(O)cc2)cc1 (stereo not drawn)	·	·	·	-1%	2%	·	·	-6	5%
35	CCC(Oc1ccccc1)C(=O)Nc1nnc(S(=O)(=O)N2CCCC2)s1 (stereo not drawn)	-10%	1%	-27	?	5%&1%	-5%	-5%	2&5	-9%&-15%
36	O=C1C2CCCN2C(=S)N1Cc1ccccc1 (stereo not drawn)	-1%	5%	-7	18%[0.307 µM]	-2%	-3%	-1%	1	1%
37	COc1ccc(OCCCC(=O)Nc2nc(C)c(C(C)=O)s2)cc1	3%	-16%	17	4%	1%	1%	2%	4	?
38	CCCn1c(N)c(C(=O)COC(=O)CCNS(=O)(=O)c2ccccc2F)c(=O)[nH]c1=O	1%	6%	-1	-4%	-16%	1%	3%	-7	6%
39	CCOC(=O)C1Cc2c([nH]c3ccccc23)C(C)N1 (stereo not drawn)	0%	1%	-15	8%	24%	-3%	10%	11	?
40	COC(=O)c1cc(NCc2ccc3c(c2)OCO3)ccc1N1CCOCC1	2%	1%	-18	6%	-7%	-2%	2%	-5	-14%
41	CCN(CC)S(=O)(=O)c1ccc(Cl)c(NC2=NCCCCC2)c1	3%	8%	-10	-9%	5%	0%	?	-9	10%
42	CCOC(=O)C1CCN(c2ncnc3c2nnn3C)CC1	·	·	·	7%	2%	·	·	-14	2%
43	CCOC(=O)[C@]12CCC=C1N(Cc1ccco1)C(=O)[C@H](CC(=O)N1CCSCC1)C2	6%	-2%	-6	1%	6%	·	·	-2	-26%
44	NS(=O)(=O)c1ccc(CCNC(=O)CSc2nc3c(sc(=S)n3-c3ccccc3)c(=O)[nH]2)cc1	13%	10%	39	1%	-6%	·	·	-9	18%
45	Cc1ccc(C)c(OCc2cc(C(=O)N3CCNC(=O)C3)no2)c1	2%	-7%	20	-1%	2%	14%	6%	1	18%
46	Cc1ccc(Cl)cc1NC(=S)N(CCCN1CCN(C)CC1)Cc1ccco1	-6%	-19%	?	-20%	-14%	10%	6%	-15	?
47	CCC(C)N(C)Cc1cccc(C2(O)CCN(S(=O)(=O)c3ccc(F)c(C)c3)CC2)c1 (stereo not drawn)	0%	-3%	-23	?	-8%	15µM*	?	-11	?
48	BrC(=C\c1ccccc1)/C=N/Nc1nc(N2CCOCC2)nc(N2CCOCC2)n1	?	?	-129*	2%	24%	?	-14%	-5	-7%
49	COc1ccc(C(=O)N/C(=C\c2cn(S(=O)(=O)N(C)C)c3ccccc23)C(=O)NCCN2CCOCC2)cc1OC	14%	-1%	11	-18%	25%	17%	-7%	4	25%
50	Cn1c(CC(=O)Nc2ccc(F)cc2)c(Sc2ccccc2)c2ccccc21	-3%	-7%	30	0%	-4%	-1%	-6%	-14	-7%
51	CC(C)(CN1CCN(C(c2ccccc2)c2ccccc2)CC1)NS(=O)(=O)c1ccccc1	-18%	-5%	13	-3%	?	23%	?	-36	?
52	NC(=S)Nc1ncc(CCN2CCOCC2)c(-c2ccc(F)cc2)n1	10%	13%	-13	6%	-1%	0%	-2%	3	?
53	CNc1nc(Cl)c(SC)c(N2CCOCC2)n1	-20%	3%	-6	-7%	?	?	3%	-6	?
